# Bioassay records: PubChem BioAssay, Broad Institute
# ERp5 block = blocks human ERp5 reductase activity on insulin. Q15084. ERp5 insulin aggregation, absorbance 650 nm, 90 min. inhibition, % at 9.99 µM. hit rate 0.05% among 350,000. AID 651711;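 active = mean replicate inhibition above about 25%, with every replicate also reaching it, limit read from the data, passing the limit was not always enough; inconclusive = only one of those two criteria met; inactive = neither criterion met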
# Target sequence (Q15084 whole entry, looked up): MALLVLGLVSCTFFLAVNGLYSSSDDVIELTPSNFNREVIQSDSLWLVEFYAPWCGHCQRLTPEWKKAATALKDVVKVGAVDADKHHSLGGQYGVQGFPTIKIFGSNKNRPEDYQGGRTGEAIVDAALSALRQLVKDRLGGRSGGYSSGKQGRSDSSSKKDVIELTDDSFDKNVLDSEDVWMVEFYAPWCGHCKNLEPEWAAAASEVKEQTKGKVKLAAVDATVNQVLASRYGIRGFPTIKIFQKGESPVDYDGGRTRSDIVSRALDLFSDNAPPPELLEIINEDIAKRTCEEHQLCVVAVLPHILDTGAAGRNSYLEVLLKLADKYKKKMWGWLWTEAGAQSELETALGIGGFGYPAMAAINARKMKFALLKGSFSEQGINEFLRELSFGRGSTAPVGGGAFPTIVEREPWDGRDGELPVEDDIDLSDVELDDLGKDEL
# ARNT TACC3 PPI = ARNT/TACC3 interaction disruption. hit rate 0.66% among 390,000. inhibition, % at 9.99 µM. Q9Y6A5. AlphaScreen His-ARNT PAS-B/GST-TACC3 binding, luminescence; TACC3 fragment carries E629A point mutation;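 active = mean inhibition of replicates at least 50% and at least half of replicates each reaching 50%; inconclusive = half or more replicates reach 50% but mean below 50%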;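 note: 0% = complete ARNT plus TACC3 wells and 100% = ARNT alone without TACC3; many hits fall short of the cut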
# SIRT5 block = inhibitors of human sirtuin-5 desuccinylase | Purified SirT5, succinyl-peptide AMC, trypsin-coupled fluorescence | inhibition, % at 15 µM | hit rate 1.1% among 330,000 | Q9NXA8; in the data active = inhibition above about 15%; inconclusive = no clear call, values can overlap the other calls
# Target sequence (Q9NXA8 whole entry, looked up): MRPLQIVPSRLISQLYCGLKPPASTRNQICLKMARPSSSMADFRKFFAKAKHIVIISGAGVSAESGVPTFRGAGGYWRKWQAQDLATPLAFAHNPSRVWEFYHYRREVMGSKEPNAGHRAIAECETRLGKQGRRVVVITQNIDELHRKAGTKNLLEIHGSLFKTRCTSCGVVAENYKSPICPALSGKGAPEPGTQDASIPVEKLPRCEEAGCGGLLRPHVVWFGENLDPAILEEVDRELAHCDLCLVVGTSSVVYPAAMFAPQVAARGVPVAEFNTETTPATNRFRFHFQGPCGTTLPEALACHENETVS
# Cneo AK release = Cryptococcus neoformans lysis via adenylate kinase release; C. neoformans lysis, adenylate kinase release luminescence, 4 h; normalised: neutral wells 0, clomiphene wells 100; lysis activity, % at 15 µM; hit rate 0.2% among 360,000;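 active = mean lysis activity across replicates of at least 80%, whatever share of replicates individually reach that level; inactive = mean lysis activity below 80%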
#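 Assay system: C. neoformans cells. Amount: yeast cell density of 5 × 10^6 cells/mL. Technique: AK luminescence. Buffer or medium: YPD. Times: static 4 h at 37 °C with compound, 1 h detection. Dosing: single-point compound dose. Read-out: lysis from increased AK signal.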
# esBAF inh = blocks esBAF chromatin remodeling in mouse ES cells | hit rate 2% among 350,000 | Bmi1-luciferase knock-in reporter, 24 h; 100% = twice the neutral-well signal | AID 602393 | reporter increase, % at 12.5 µM; in the data active = activation above about 40%; inconclusive = no clear call, values can overlap the other calls;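 note: 0% = median of the plate's neutral control wells and 100% = double that signal; a rise in the Bmi1 reporter signal indicates esBAF inhibition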
# Statin myotox sup = protects C2C12 myotubes from simvastatin toxicity | ATP luminescence, 48 h; scaled: DMSO 0, geranylgeraniol control 100 | rescue of ATP level, % at 7.49 µM | hit rate 0.78% among 330,000;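 active = mean ATP rescue above about 67%, or every replicate alone reaching that limit, limit read from the data, passing the limit was not always enough; inconclusive = no clear call, values can overlap the other calls; inactive = mean under the limit and some replicate under it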;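 note: myotubes were challenged with 10 µM simvastatin during compound exposure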
# miR-122 sensor = blocks miR-122 activity in Huh7 sensor cells. Huh7 miR-122 Renilla luciferase sensor, 48 h; neutral wells = 0, positive control = 100. activation (reporter increase), % at 12.5 µM. hit rate 0.3% among 340,000;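 active = mean replicate activation score at least 90 and every replicate individually at or above 90; inconclusive = only one of the two criteria met; inactive = neither criterion met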;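 note: higher luciferase means less miR-122 activity so hits act as miR-122 inhibitors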
# An asterisk follows results filed as active; ? = inconclusive; / = no result given; & = joins results of further samples; [ ] = another dose, or the depositor's remark. Hits appear at their usual frequency. About 4% of those tested had a hit in this group.
no. | structure | Cneo AK release | miR-122 sensor | esBAF inh | SIRT5 block
1 | O=C(CCc1nnc(C2(c3ccc(Cl)cc3)CCC2)o1)NCCCn1cccn1 | / | / | / | -8
2 | CCOC(=O)N1CCC(NC(=O)c2ccc(CS(=O)c3cccc(C)c3)o2)CC1 (configuration not stated) | -1 | -4 | -2 | -6
3 | COc1cccc(C(=O)Nc2ccc(NC(=O)c3ccco3)cn2)c1 | 0 | -8 | 32 | /
4 | COc1ccc(C2=NN(C(=O)CSc3nc(=O)n4cc(C)ccc4n3)C(c3ccc(C)cc3)C2)cc1 (configuration not stated) | 1 | / | / | 0
5 | CCN1CCN(Cc2ccc(NC(=O)Nc3ccc(OC)cc3)cc2)CC1 | 3 | -3 | 23 | /
6 | COc1ccc(CN(C)C[C@@H]2Oc3ccc(NC(=O)Nc4ccc(C(F)(F)F)cc4)cc3CC(=O)N([C@H](C)CO)C[C@H]2C)cc1 | 2 | 6[16.7 µM] | 2 | 8
7 | COc1cc(C(C)=O)ccc1OCC(=O)Nc1ccc(Cl)c(S(=O)(=O)N2CCOCC2)c1 | 0 | / | 9 | -2
8 | CO[C@@H]1CN(C)C(=O)c2ccc(NC(=O)c3cccc(Oc4ccccc4)c3)cc2OC[C@H](C)NC[C@@H]1C | 39 | / | -3 | 1
9 | O=C1CC(NC(=O)C(F)(F)F)c2cc3c(cc21)OCO3 (configuration not stated) | 1 | 1 | 0 | -1
10 | O=C(CC1C(=O)NCCN1C/C=C/c1ccccc1)NCCc1cnccn1 (configuration not stated) | -1 | 6 | 1 | 0
11 | C[C@@H]1CCCCO[C@H](CN(C)C(=O)Nc2ccc(F)cc2)[C@H](C)CN([C@H](C)CO)C(=O)c2cc(N(C)C)ccc2O1 | -2 | -5[16.7 µM] | -5 | -4
12 | COc1ccc(S(=O)(=O)N(C)C[C@@H]2Oc3ncc(/C=C/c4ccccc4)cc3C(=O)N([C@H](C)CO)C[C@@H]2C)cc1 | -9&-2 | -22[16.7 µM] | 4&-4 | -3&1

no. | ERp5 block | Statin myotox sup | ARNT TACC3 PPI
1 | 4 | / | 11
2 | 4 | 1 | 4
3 | / | -16 | 1
4 | 0 | / | 1
5 | 4 | 5 | 2
6 | 8 | 19 | -6
7 | -1 | 2 | -9
8 | 6 | -4 | 6
9 | 0 | 8 | -9
10 | 3 | 6 | 0
11 | -2 | 19 | 9
12 | -90&3 | 25&9 | 9&-4

# Record cards, from the list above. Order of screens: Cneo AK release	miR-122 sensor	esBAF inh	SIRT5 block	ERp5 block	Statin myotox sup	ARNT TACC3 PPI
# O=C(CC1C(=O)NCCN1C/C=C/c1ccccc1)NCCc1cnccn1 (configuration not stated) across the screens: -1	6	1	0	3	6	0
# C[C@@H]1CCCCO[C@H](CN(C)C(=O)Nc2ccc(F)cc2)[C@H](C)CN([C@H](C)CO)C(=O)c2cc(N(C)C)ccc2O1 across the screens: -2	-5[16.7 µM]	-5	-4	-2	19	9
# COc1ccc(CN(C)C[C@@H]2Oc3ccc(NC(=O)Nc4ccc(C(F)(F)F)cc4)cc3CC(=O)N([C@H](C)CO)C[C@H]2C)cc1 across the screens: 2	6[16.7 µM]	2	8	8	19	-6
# CCN1CCN(Cc2ccc(NC(=O)Nc3ccc(OC)cc3)cc2)CC1 across the screens: 3	-3	23	/	4	5	2
# CO[C@@H]1CN(C)C(=O)c2ccc(NC(=O)c3cccc(Oc4ccccc4)c3)cc2OC[C@H](C)NC[C@@H]1C across the screens: 39	/	-3	1	6	-4	6

# Further results.
no. | structure | Cneo AK release | miR-122 sensor | esBAF inh | SIRT5 block
13 | Cc1ccc(C(=O)N2CCN(c3cnn(C)c(=O)c3Cl)CC2)cc1 | / | / | / | 0
14 | CCOC(=O)C1CCN(C/C=C/c2ccccc2[N+](=O)[O-])CC1 | -2 | -2 | -1 | 8
15 | CN(Cc1ccccc1)c1nc2c(c(=O)[nH]c(=O)n2C)n1Cc1ccccc1Cl | 5 | -28 | 0 | /
16 | COc1cccc(N2[C@@H](CC(C)=O)c3ccc(/C=C/C(C)=O)cc3S2(=O)=O)c1 | 0 | 36 | 0 | /
17 | c1ccc(CSc2nnc3ccc(-c4ccncc4)nn23)cc1 | -2 | 5 | -3 | -3
18 | O=C(c1ccccc1)c1ccc(OCC(O)CN2CCN(S(=O)(=O)N3CCCCC3)CC2)cc1 (configuration not stated) | 0 | -1 | 3 | /
19 | Cc1sc(NC(=S)NC(=O)c2ccco2)c(C(N)=O)c1C | / | / | 49* | -5
20 | O=C(COC(=O)/C=C/c1ccccc1)NC1CCCCCC1 | 1 | 3 | -5 | -1
21 | COc1cc(NS(=O)(=O)c2ccccc2)ccc1-n1nc(C)cc1C | -3 | -1 | 0 | /
22 | Cc1cc(C)cc(NC(=O)NC2CCCCCCC2)c1 | 2 | -7 | 15 | -3
23 | CCCCn1c(N)c(N(CCOC)C(=O)c2cccc(N3C(=O)c4ccccc4C3=O)c2)c(=O)[nH]c1=O | 4 | 1 | / | -1
24 | CCOC(=O)CSCC(=O)Nc1nnc(-c2cccc([N+](=O)[O-])c2)s1 | 0 | -5 | -5 | 3

no. | ERp5 block | Statin myotox sup | ARNT TACC3 PPI
13 | -2 | / | 0
14 | 1 | 3 | 19
15 | / | 0 | 3
16 | 3 | -5 | 5
17 | -3 | 6 | 26
18 | / | 77* | -28
19 | 12 | -6 | -2
20 | -2 | -5 | 1
21 | / | 2 | -1
22 | 7 | -3 | -3
23 | -8 | 8 | -16
24 | 6 | 9 | -2

# Following part
no. | structure | Cneo AK release | miR-122 sensor | esBAF inh | SIRT5 block
25 | CN(CC(=O)Nc1ccc(OC(F)(F)F)cc1)C(=O)Cc1ccc2c(c1)CCC2 | 0 | / | 0 | -6
26 | O=C(Nc1c(Cl)cc(Cl)cc1-c1nc2ccccc2s1)c1ccc(Br)o1 | -2 | 7 | -12 | -2
27 | COc1ccccc1NC(=S)NN1CCN(C)CC1 | / | / | / | 0
28 | O=C(CSc1nc2ccccc2c(=O)n1-c1ccc(F)cc1)Nc1ccc(Cl)c(S(=O)(=O)N2CCOCC2)c1 | / | / | / | -2
29 | O=C(NCC1CCN(S(=O)(=O)c2ccccc2)CC1)Nc1ccc(F)cc1 | / | / | / | 1
30 | OC(c1ccc(F)cc1)c1nc(-c2cccc(F)c2)cs1 (configuration not stated) | -2 | -1 | 29 | /
31 | Cc1cccc(C)c1NC(=O)C1CCCN1S(=O)(=O)c1ccc(-c2ccc(=O)[nH]n2)s1 (configuration not stated) | 0 | 13 | -6 | -5
32 | C[C@@H]1CCCCO[C@@H](CN(C)Cc2ccccc2)[C@@H](C)CN([C@H](C)CO)C(=O)c2cc(NS(=O)(=O)c3ccc(F)cc3)ccc2O1 | 2 | 2[16.7 µM] | -1 | 5
33 | COc1ccccc1OCCCCN1CCN(c2ccccc2OC)CC1 | 1 | 9 | 6 | /
34 | Cn1c(=O)cc(OCCCC(=O)Nc2cccc(Cl)c2)c2ccccc21 | 1 | -2 | -7 | -2
35 | Cc1nn(C)c(C)c1S(=O)(=O)N1CCCC(C(=O)N2CCN(c3ccccc3)CC2)C1 (configuration not stated) | 2 | 6 | 2 | 1
36 | C[C@H](CO)N1C[C@H](C)[C@H](CN(C)CC2CC2)Oc2cc(C#Cc3ccccc3)ccc2S1(=O)=O | -8 | -1[16.7 µM] | -2 | 3

no. | ERp5 block | Statin myotox sup | ARNT TACC3 PPI
25 | 1 | 5 | -7
26 | 1 | 36 | 2
27 | -2 | / | 1
28 | 8 | / | -1
29 | 3 | / | 0
30 | 3 | 10 | /
31 | 1 | 21 | -30
32 | 0 | / | -2
33 | / | 25 | -11
34 | 3 | 16 | /
35 | -7 | -3 | /
36 | 21 | 0 | 2

# Going on with the list.
no. | structure | Cneo AK release | miR-122 sensor | esBAF inh | SIRT5 block
37 | CCc1nc2ccc(C(=O)NC3CCC(C)CC3)cc2nc1CC (configuration not stated) | 1 | -2 | ? | 0
38 | COCC(C)n1c(C)cc(C(=O)COC(=O)c2c(C)nn(-c3ccccc3)c2C)c1C (configuration not stated) | 2 | -3 | -4 | /
39 | Cc1ccccc1OCc1nnc(SCc2cc(=O)[nH]c3ccccc23)n1-c1ccccc1 | 2 | 6 | -5 | -4
40 | CCN(CC)S(=O)(=O)c1cc(C(=O)Nc2cc(S(=O)(=O)N3CCOCC3)ccc2N2CCN(C)CC2)ccc1C | 19 | -6 | 11 | 0
41 | C[C@H](CO)N1C[C@H](C)[C@H](CN(C)C(=O)Nc2ccccc2)OCCCC[C@H](C)Oc2ccc(NS(=O)(=O)c3ccccc3)cc2C1=O | -4 | 0[16.7 µM] | 5 | 8
42 | Clc1ccc(Oc2nc3c(Cl)cccc3s2)cc1Cl | -4 | 2 | 17 | 1
43 | COc1ccc(NC(=O)CN2CCc3ccccc3C2)cc1OC | -1 | -3 | -2 | /
44 | c1ccc(COc2ccccc2CNc2nn[nH]n2)cc1 | / | / | / | 0
45 | Cc1ccc(OCc2cc(C(=O)N(CCO)Cc3cccs3)no2)cc1C | -1 | 4 | 84* | 2
46 | CN1CCN(c2ccc(-c3cccc4nccn34)cn2)CC1 | 0 | 7 | 7 | -43
47 | CCCCOC(=O)Sc1nc2ccccc2o1 | 4 | -2 | 20 | /
48 | COc1ccc(C)cc1-n1c(C)cc(C=O)c1C | 1 | -7 | 3 | -2

no. | ERp5 block | Statin myotox sup | ARNT TACC3 PPI
37 | 3 | -27 | -7
38 | / | -16 | /
39 | -4 | -3 | -3
40 | 6 | -19 | 4
41 | -4 | / | -7
42 | 0 | -3 | -3
43 | 2 | -2 | 8
44 | -1 | / | -4
45 | 5 | 9 | 14
46 | 4 | 0 | /
47 | / | / | -8
48 | 2 | 4 | 2

# Remaining list, next part.
no. | structure | Cneo AK release | miR-122 sensor | esBAF inh | SIRT5 block
49 | O=C(CCc1nnc(CCCCc2ccccc2)o1)NC1CCCC1 | -1 | 8 | -1 | -2
50 | CCOc1ccc(-c2cc(C(=O)NCc3ccccc3)[nH]n2)c(C)c1 | -1 | 3 | 14 | 1
51 | COc1cc(C(=O)Oc2ccccc2N)cc(OC)c1OC | 92* | 2 | 0 | /
52 | CN(C)C(CNc1ccc(S(C)(=O)=O)cc1[N+](=O)[O-])c1ccccc1 (configuration not stated) | 0 | 1 | -5 | 1
53 | COc1ccc(-c2noc(CN(C)C(=O)c3ccc4c(c3)OCO4)n2)cc1 | -1 | -2 | 7 | 0
54 | O=C(CCN1CCCCC1)NCC[C@@H]1CC[C@H](NC(=O)C2CCC2)[C@H](CO)O1 | 42 | 0[16.7 µM] | 4 | 0
55 | COc1ccccc1S(=O)(=O)Nc1ccc2c(c1)OC[C@H](C)NC[C@@H](C)[C@@H](OC)CN(C)C2=O | 0 | 11[16.7 µM] | 2 | -5

no. | ERp5 block | Statin myotox sup | ARNT TACC3 PPI
49 | -4 | 0 | 0
50 | -4 | 45 | /
51 | / | 11 | -2
52 | -2 | -14 | /
53 | -5 | 16 | -1
54 | -2 | -2 | -11
55 | -25 | -4 | -9
